Bioassay records from PubChem BioAssay.
Ins promoter up – MIN6 insulin promoter up-regulation. MIN6 insulin promoter-GFP reporter, high-content imaging; active compounds read high. z-score at 5 µM. 190,000 compounds, 0.3% hits. AID 1625;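 active = z-score above 3 at 5 µM with at least 500 cells counted in the well; inconclusive = wells under 500 cells, flagged as cytotoxic or low count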
AID2073 – inhibitors of Mint1-CaV2.2 protein interaction, biochemical, HTRF (AID 2073); HTRF protein-protein interaction, Mint1-CaV2.2; higher % means a stronger effect; inhibition, % at 20 µM, or IC50 in µM where a hit was titrated; 290,000 compounds, 0.19% hits; in the data active = inhibition mostly above about 51%, no sharp cut-off; inconclusive = no clear call, values can overlap the other calls; inactive = mostly below about 53%; note: some results filed as inactive read as strong as hits
WT yeast gro inh – growth inhibition of WT yeast, mitochondrial fusion screen; mitochondrial fusion phenotypic screen, WT strain; inhibition, % at 10 µM; 190,000 compounds, 2.1% hits; in the data active = inhibition above about 58%; tested in S. cerevisiae
Dynein transport – dynein cargo transport inhibition. AID 1381. 3617.4 mouse cells, GR-EGFP nuclear translocation imaging; test concentration mostly 20 µM; stimulated with dexamethasone, 1 µM; active compounds read low. z-score, hits read low. 220,000 compounds, 0.47% hits;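 active = plate z-score of nuclear minus cytoplasmic receptor signal below a set negative limit, without overly bright fluorescence or cell loss, cut at about -3.5 in these data, passing the limit was not always enough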;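 note: z-score of nuclear minus cytoplasmic ring GR-EGFP intensity difference per well; some compounds called inactive have numbers as strong as hits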
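Buffer or medium: tet-free, stripped-serum medium; Also added: dexamethasone, 1.0 µM final; Technique: high-content fluorescence imaging after fixation; Times: 48 h induction, 1 h compound, 30 min dex at 37 °C; Read-out: per-cell GR-EGFP intensity, nucleus versus surrounding cytoplasmic ring, well-averaged.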
Yfh1-off respiration – mitochondrial function rescue without frataxin homolog – Friedreich's ataxia, plus single-dose screen, dose response (AID 1465) | S. cerevisiae Yfh1-off respiration, WST-1 reduction, 72 h; higher fold induction means a stronger effect | fold induction at 50 µM, or EC50 in µM where a hit was titrated | 220,000 compounds, 0.074% hits;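 active = fold induction of absorbance versus untreated yeast above a set limit, then at least 30% activation at any dose in follow-up; inconclusive = repeats straddling the limit, or above it without dose testing; inactive = fold induction below the set limit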;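 note: activators that raise dye reduction in frataxin-depleted yeast; strong numbers were not always called active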
HIV peptide binding – inhibitors of HIV fusion peptide binding, primary screen, biochemical, uHTS, fluorescence dequenching (AID 1986); 290,000 compounds, 0.3% hits; cell-free peptide binding, fluorescence dequenching, 30 min; higher % means a stronger effect; one-dose inhibition, % at 20 µM; IC50 in µM for titrated hits; in the data active = inhibition mostly above about 52%, no sharp cut-off; inactive = mostly below about 76%; note: some results filed as inactive read as strong as hits
MT stabilizer – microtubule stabilization, imaging screen; HeLa tubulin immunostaining HCS, 24 h; share of cells brighter than vehicle mean+2SD; % tubulin-high responders, % at 10 µM; 200,000 compounds, 0.83% hits; AID 2205;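 active = plate Z-score above 3 for both tubulin-high and condensed-nucleus cell shares, with cell loss under 80%, at 10 µM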;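 note: anti alpha tubulin signal scored within the nucleus-defined area of each cell; some results filed as inactive read as strong as hits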
b-catenin transl – beta-catenin nuclear translocation modulation | AID 1665 | nuclear translocation activity, % at 5 µM | HeLa beta-catenin nuclear translocation, immunofluorescence imaging | 190,000 compounds, 0.3% hits;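 active = nuclear translocation activity above 50% at 5 µM, with a well cell count of 50 or more; inconclusive = wells under 50 cells across six images, flagged as toxic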;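 note: per-cell ratio of nuclear to cytoplasmic median beta-catenin stain intensity; plate controls were DMSO negative control for no effect and GSK-3 inhibitor IX positive control for full effect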
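System: Human HeLa cells, endogenous beta-catenin | Compound dosing: 5 µM primary, 0.02–20 µM confirmation | Timing: 24 h compound exposure at 37°C, 5% CO2 | Measured by: Fluorescence imaging of beta-catenin antibody stain plus DAPI | Read-out basis: % activation of per-cell nuclear versus cytoplasmic median beta-catenin signal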
Autophagy HCS – autophagy modulation, high-content screen; MEF GFP-LC3 puncta imaging; test concentration mostly 10 µM; calls only at 10 µM (by protocol); 190,000 compounds, 0.98% hits; AID 463193;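 active = percentage of spot-positive cells more than 3 SD above its plate mean, without a fluorescence outlier flag or 80% toxicity; inconclusive = no clear call, values can overlap the other calls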;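 note: spot-positive cell cutoff set from DMSO-treated cells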
WT yeast gro inh mutant strain – further read-out of WT yeast gro inh, marked with its call; inhibition, %; mitochondrial fusion phenotypic screen, mutant strain inhibition
Dynein transport cytoplasmic EGFP – second read-out of Dynein transport, no call of its own (marks repeat the call); z-score; measured here: cytoplasmic GR-EGFP intensity; active compounds read high
Dynein transport nuclear GR-EGFP – also measured in Dynein transport; calls as there; z-score; measured here: nuclear GR-EGFP intensity;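 lower value marks the stronger effect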
Dynein transport cell count – recorded beside Dynein transport, whose call it bears; z-score; measured here: cell count per field
Ins promoter up cell count – second read-out of Ins promoter up, no call of its own (marks repeat the call); cell count; measured here: cytotoxicity, nuclei count;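 total cells summed across four imaged fields per well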
b-catenin transl cell count 5 µM – second read-out of b-catenin transl, no call of its own (marks repeat the call); cell count; measured here: cell count, cytotoxicity flag
MT stabilizer Hoechst-high % – second read-out of MT stabilizer, no call of its own (marks repeat the call); % Hoechst-high responders; measured here: nuclear condensation Hoechst responders;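 share of cells brighter than vehicle mean plus two SD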
MT stabilizer cytotoxicity % – further read-out of MT stabilizer, marked with its call; toxicity, %; measured here: cytotoxicity by cell density;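 0% = mean cell density of plate MIN control wells and 100% = no cells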
Autophagy HCS cell loss 18 h – recorded beside Autophagy HCS, whose call it bears; toxicity, %; measured here: cell loss, nuclei count;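 cell loss after 18 h compound exposure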
Active calls of the source: *; i = inactive; u = inconclusive; x = not tested or not shown.

SMILES	Ins promoter up	Ins promoter up cell count	AID2073	WT yeast gro inh	WT yeast gro inh mutant strain	Dynein transport	Dynein transport cytoplasmic EGFP	Dynein transport nuclear GR-EGFP	Dynein transport cell count	Yfh1-off respiration	HIV peptide binding	MT stabilizer	MT stabilizer Hoechst-high %	MT stabilizer cytotoxicity %	b-catenin transl	b-catenin transl cell count 5 µM	Autophagy HCS	Autophagy HCS cell loss 18 h
CN(C)C(CNC(=O)c1ccc2nc[nH]c2c1)c1ccccc1 (stereo not drawn)	1.3	1405	0%	-14	11	-0.6	-0.15	-0.43	0.23	i	0.3%	2.0	2.5	11	1.1	1077	i	-9
CN(CC(=O)N1CCN(c2ncccn2)CC1)S(=O)(=O)c1ccc(Cl)cc1	-0.72	1093	-7%	-17	8	-0.2	-0.29	-0.18	1.1	i	-1.4%	4.1	3.4	8.8	-2.6	1059	i	-14
CCOc1ccc(CCNC(=O)C2CCCN(c3nn4c(=O)cc(C)nc4s3)C2)cc1OCC (stereo not drawn)	0.11	1187	-8%	-5	3	1.1	-0.24	1	0.57	i	-2.6%	4.2	2.4	11	0.1	990	i	1
CCn1c(SCC(=O)Nc2c(C)n(C)n(-c3ccccc3)c2=O)nnc1-c1cccc(C)c1	-0.06	1110	4%	-6	-7	-0.57	-0.21	-0.23	0.32	x	0.9%	1.7	1.1	3.6	-5.9	937	i	6
COc1ccc(OC)c(N(CC(=O)NCc2cccnc2)S(C)(=O)=O)c1	0.65	1266	-12%	6	6	0.32	-0.17	0.28	0.025	i	-1.2%	3.3	2.2	0.2	0.7	1182	i	9
CCCCCn1c(=O)c(C(=O)OCC)c(O)c2ccccc21	0.75	1210	4%	-15	-3	0.32	-0.21	0.29	0.34	i	4.0%	5.1	2.7	4.3	-0.8	1145	i	4
Cc1ccc(S(=O)(=O)Nc2ccc(N3CCOCC3)cc2)cc1	x	x	-2%	-1	-3	0.18	-0.029	-0.18	0.21	i	2.1%	0.4	1.3	21	x	x	i	-4
Cc1[nH]c2ccccc2c1C(=O)CSC(=S)N(C)C1CCCCC1	-0.17	1378	12%	38	-4	0.58	-0.24	0.45	-0.96	i	2.2%	3.5	1.8	15	0.0	1100	i	-11
COCCn1c(SCC(=O)Nc2ccc3c(c2)OCCO3)nc2c(c1=O)SC(C)C2 (stereo not drawn)	-0.12	1122	15%	15	4	0.54	0.067	0.59	-0.37	i	0.0%	3.7	1.8	12	0.3	1030	i	-12
O=C(Nc1ccc(F)cc1)N1CCN(c2ccc(F)cc2)CC1	0.13	1454	12%	-10	-1	-0.73	-0.31	-0.24	0.89	i	1.9%	4.9	1.3	5.1	0.8	960	i	9
COC(=O)c1cccc(NC(=O)c2cnoc2C)c1	x	x	-1%	3	-8	0.07	-0.23	0.38	-0.8	i	2.8%	2.4	2.5	6.9	-1.4	1156	i	-15
O=C(COC(=O)c1ccc(Cl)cc1O)Nc1cccnc1Cl	0.14	1365	8%	2	22	-0.32	0.34	-0.22	-0.08	i	2.4%	4.8	2.9	14	0.7	1037	i	8
Cn1cccc1/C=C1\SC(=S)N(NC(=O)c2ccc(Cl)cc2)C1=O	0.55	1314	-7%	3	-23	0.32	-0.27	-0.019	-0.041	i	27%	3.7	2.1	9.1	-1.3	969	i	-15
O=C(CN1C(=O)C2CCCCC2C1=O)N1CCN(c2ccccc2)CC1 (stereo not drawn)	-0.16	1489	-6%	3	-10	-0.33	-0.37	-0.46	1	i	1.0%	1.9	1.3	6.8	-0.2	1536	i	-10
CN(C)CCN1CC(C(=O)O)CC1=O (stereo not drawn)	x	x	18%	-3	2	-0.99	-0.3	-0.3	0.018	i	1.5%	5.7	3.2	8.0	-4.8	980	i	2
CCCC(=O)Nc1ccc(C(=O)O)cc1NC(=O)CCC	0.81	1346	-6%	-13	-2	0.25	-0.25	0.31	-0.95	i	1.0%	2.6	2.3	0.8	0.2	1050	i	9
Cc1[nH]n(-c2ccc([N+](=O)[O-])cc2)c(=O)c1C=NCCN1CCN(C(=O)c2ccccc2)CC1	x	x	1%	53	61	-0.029	-0.25	-0.25	0.46	i	0.1%	1.6	2.1	8.7	x	x	i	-7
O=S1(=O)[C@H]2CC3O[C@]2(C[C@@H]3c2ccc(F)cc2)CN1Cc1ccc(Cl)cc1	-0.77	1083	2%	x	x	-0.17	-0.82	-0.045	-0.12	i	0.0%	x	x	x	-2.1	1168	x	x
COc1cccc(/C=C/C(=O)OCC(=O)NCCc2ccccc2)c1	0.5	1266	15%	21	20	-1.4	0.73	0.12	1.1	i	-0.2%	6.7	1.8	7.6	-2.8	1098	i	8
COc1ccc(/C=C(\C#N)C(=O)OCC(=O)Nc2c(C)cccc2C)cc1	-0.04	1281	1%	6	-8	0.48	-0.25	0.28	-0.14	i	3.5%	2.5	2.5	4.9	-3.9	559	i	0
O=C(NC12CC3CC(CC(C3)C1)C2)c1ccc(N2CCNCC2)c([N+](=O)[O-])c1	-0.47	1188	-2%	x	x	0.15	-0.21	0.21	0.79	i	-1.0%	x	x	x	1.8	1214	x	x
O=C(NCc1ccc(F)cc1)C1CCCN(C(=O)Nc2ccccc2)C1 (stereo not drawn)	-0.27	1410	-1%	-18	-26	0.4	-0.22	0.36	0.12	i	-1.4%	1.7	2.1	7.9	0.3	1222	i	42
Cc1sc(NC(=O)c2ccccc2)c(C#N)c1-c1ccccc1	-0.4	1202	0%	24	22	0.47	-0.21	0.8	-0.73	i	2.4%	1.8	2.4	2.5	-1.7	1129	i	-13
COc1ccc(/C=c2/sc3n(c2=O)C(c2ccccc2OC)C2=C(N=3)c3ccccc3CC2)cc1O (stereo not drawn)	-0.84	1186	8%	5	5	-0.24	0.72	-0.076	0.23	i	-1.2%	33*	12*	37*	1.3	1397	i	8
O=C(C(c1ccccc1)c1ccccc1)N1CCC(c2nc(-c3ccccc3Cl)no2)CC1	x	x	x	15	8	0.22	0.037	0.1	-1	i	x	3.9	2.6	6.4	x	x	i	-3
Cc1cccc(CNc2ccc(C(CC(N)=O)NC(=O)Cc3cccc4ccccc34)cc2[N+](=O)[O-])c1 (stereo not drawn)	-0.92	1105	16%	x	x	-0.58	-0.75	-0.44	0.34	i	0.1%	x	x	x	-1.0	1257	x	x
COc1cccc(NC(=O)N2CCN(c3nnnn3-c3ccccc3)CC2)c1	3.1*	1200*	-11%	1	-8	1.1	-0.27	1.5	-2.1	i	1.0%	2.4	1.6	20	-0.8	1150	i	21
COc1ccccc1CNC(=O)C1CCN(c2nc3ccccc3o2)CC1	-0.22	1479	-2%	13	-6	-0.0013	-0.28	0.17	-0.05	i	14%	3.4	2.9	8.1	-3.6	948	i	11
Cc1ccc(CNC(=O)COC(=O)c2ccc(Cl)c(N)c2)cc1	-0.1	1471	-6%	3	11	-0.62	-0.12	-0.17	0.67	i	-0.7%	1.2	1.7	4.2	4.1	1038	i	23
Cc1ccc(N(CC(O)Cn2nc(C)cc2C)S(=O)(=O)c2ccc3ccccc3c2)cc1 (stereo not drawn)	0.48	1272	5%	34	22	0.084	-0.18	0.16	-0.42	i	1.6%	2.6	2.5	10	-5.8	1215	i	4
CC(C)NS(=O)(=O)c1ccc(OCC(=O)NCC2CCCO2)c(Cl)c1 (stereo not drawn)	x	x	-1%	-6	-3	-0.39	1	0.12	0.1	i	-0.4%	2.9	1.7	9.9	-2.3	1085	i	-1
O=C(NCCCn1ccnc1)c1csc2ccccc12	-0.37	1285	-9%	8	23	0.2	-0.22	0.095	0.035	i	0.2%	2.8	1.9	9.6	-1.1	1117	i	-5
Cc1ccc(-n2c(Cc3cccn3C)nnc2SCC(=O)NCc2ccc3c(c2)OCO3)cc1	-0.31	1971	3%	7	-12	0.036	-0.25	0.039	1	i	0.9%	3.9	2.6	7.3	0.0	1050	i	4
COc1ccccc1CNC(=O)C(C)NS(=O)(=O)c1ccc(C)cc1 (stereo not drawn)	0.03	1294	8%	11	18	0.87	-0.24	0.42	-0.97	i	3.5%	4.7	3.2	11	x	x	i	31
O=C(O)CCC(=O)NNc1ncnc2ccccc12	0.24	1554	0%	6	7	-0.29	-0.25	0.053	0.23	i	-0.2%	2.2	1.8	10	0.0	1482	i	-26
N#CCSc1ncnc2c1cnn2CCO	0.62	1744	-5%	4	15	-0.11	-0.21	0.46	0.65	i	-0.7%	2.0	1.3	7.2	1.4	1362	i	7
NC(N)=Nc1nc2cc([N+](=O)[O-])ccc2o1	0.13	1451	u	6	-1	0.064	-0.34	0.56	0.46	i	-1.6%	1.5	1.7	3.2	-2.3	993	i	0
COC(=O)c1ccc(/C=N/NC(=O)CC(=O)NCC(C)C)cc1	1.5	1834	6%	10	10	x	x	x	x	i	-2.5%	1.6	1.9	1.9	-3.0	1076	i	26

Hits appear at their usual frequency; any-hit rate near 4.2%.
